ST2 inh: IL1RL1 inhibition; Q01638; AlphaLISA ST2-Fc/biotin-IL-33 interaction, 1 h; AID 1259354; inhibition, % for hits at 17 µM; 78,000 compounds, 2.3% hits; in the data active means inhibition above about 30%; inconclusive means mostly about 10% to 28%
Target sequence (Q01638 whole entry, looked up): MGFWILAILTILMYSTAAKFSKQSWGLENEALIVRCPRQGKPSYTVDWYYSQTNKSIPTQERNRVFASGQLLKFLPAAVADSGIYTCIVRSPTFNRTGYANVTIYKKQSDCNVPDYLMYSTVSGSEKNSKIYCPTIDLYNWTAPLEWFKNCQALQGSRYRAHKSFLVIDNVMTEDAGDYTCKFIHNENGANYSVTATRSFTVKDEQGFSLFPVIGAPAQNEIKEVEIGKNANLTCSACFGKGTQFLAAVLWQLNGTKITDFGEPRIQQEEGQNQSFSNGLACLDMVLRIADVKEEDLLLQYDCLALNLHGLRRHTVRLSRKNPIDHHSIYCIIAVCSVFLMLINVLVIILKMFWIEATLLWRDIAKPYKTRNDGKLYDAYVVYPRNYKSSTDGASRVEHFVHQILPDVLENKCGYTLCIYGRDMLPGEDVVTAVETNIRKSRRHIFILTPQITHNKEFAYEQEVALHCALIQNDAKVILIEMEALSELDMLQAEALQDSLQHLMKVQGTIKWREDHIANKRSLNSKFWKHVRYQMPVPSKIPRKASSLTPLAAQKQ
Numbers without * were called inactive; i = inactive; ? = inconclusive.

SMILES	ST2 inh
COc1ccc(NC(=O)CNS(=O)(=O)c2ccc(Br)s2)cc1	i
CCCCN(C)Cc1cccc(OC)c1OC	i
O=C(CCS(=O)(=O)c1ccc(Br)s1)Nc1cc(F)ccc1F	i
CCN(CC1CCOCC1)C(=O)CCn1c(C)cc(C)nc1=O	?
CSc1nnc2c(n1)OC(c1cccc(Br)c1)N(C(C)=O)c1ccccc1-2 (centres undefined)	i
Cc1ccc(OCCCN2CCCC2)c(Br)c1	i
COc1cc(Br)c(/C=C2\SC(N)=NC2=O)cc1OC	?
Cc1cc(OCCCNC(C)C)cc(C(C)C)c1	i
Cc1nc2c(C(=O)NC3CCC(C)CC3)c[nH]n2c(=O)c1Cc1ccccc1F (centres undefined)	i
O=C(NC1CCN(C(=O)c2ccncc2)CC1)C1CC2(CCNCC2)CN1 (centres undefined)	i
Cn1cc(CN2CCCC(C(=O)N3CCOCC3)C2)c(-c2cccc(Cl)c2)n1 (centres undefined)	i
Nc1ncnc(Oc2ccccc2)c1[N+](=O)[O-]	i

Sorted by formula weight (high to low): six of the compounds above
SMILES	ST2 inh
O=C(CCS(=O)(=O)c1ccc(Br)s1)Nc1cc(F)ccc1F	i
COc1ccc(NC(=O)CNS(=O)(=O)c2ccc(Br)s2)cc1	i
Cc1ccc(OCCCN2CCCC2)c(Br)c1	i
Cc1cc(OCCCNC(C)C)cc(C(C)C)c1	i
CCCCN(C)Cc1cccc(OC)c1OC	i
Nc1ncnc(Oc2ccccc2)c1[N+](=O)[O-]	i

The main list resumes, repeating the 2 entries before the break.
SMILES	ST2 inh
Cn1cc(CN2CCCC(C(=O)N3CCOCC3)C2)c(-c2cccc(Cl)c2)n1 (centres undefined)	i
Nc1ncnc(Oc2ccccc2)c1[N+](=O)[O-]	i
CCC1CCCCN1CCCNC(=O)c1cc2cc3ccc(Cl)cc3nc2o1 (centres undefined)	i
CN1CCC(N2CCN(Cc3cccc(OC4CCCC4)c3)CC2CCO)CC1 (centres undefined)	i
Oc1ccccc1NCc1nc2ccccc2n1Cc1ccccc1Cl	?
O=C(Nc1ccccc1F)C(NS(=O)(=O)c1cccs1)c1ccccc1 (centres undefined)	?
COC(=O)c1ccc(N2C(=O)[C@@H]3C4c5ccccc5C(c5ccccc54)[C@@H]3C2=O)cc1	i
O=C(CSc1c2c(nc3cc(Cl)ccc13)CCCC2)NCCC1=CCCCC1	i
CCN(CC)c1cc(C)c2cc(NC(=O)c3ccc(Br)o3)ccc2n1	i
COc1cc(NC(=O)NC[C@H]2O[C@@H](CO)[C@@H](O)[C@H]2N2CCCCC2)cc(OC)c1	i
CN(C(=O)CCC(=O)NC1CCCCCC1)C1CC(C)(C)NC(C)(C)C1	i
CCC(=O)N1CCc2cc(Br)cc(S(=O)(=O)CCC(=O)N3CCC(C)CC3)c21	?
NC(=O)CCNC(=O)C1=C[C@@H](NC(=O)Cc2cccs2)[C@@H](O)[C@H](O)C1	i
Cc1ccc(COc2ccccc2C=O)cc1	i

Continued; the last five above are carried over.
SMILES	ST2 inh
COc1cc(NC(=O)NC[C@H]2O[C@@H](CO)[C@@H](O)[C@H]2N2CCCCC2)cc(OC)c1	i
CN(C(=O)CCC(=O)NC1CCCCCC1)C1CC(C)(C)NC(C)(C)C1	i
CCC(=O)N1CCc2cc(Br)cc(S(=O)(=O)CCC(=O)N3CCC(C)CC3)c21	?
NC(=O)CCNC(=O)C1=C[C@@H](NC(=O)Cc2cccs2)[C@@H](O)[C@H](O)C1	i
Cc1ccc(COc2ccccc2C=O)cc1	i
OC1CN(C(c2ccccc2)c2ccccc2)C1	i
CC1CCCN(C(=O)CNS(=O)(=O)c2cccs2)C1 (centres undefined)	i
O=C(Cc1ccccc1)NC(Nc1ccc(Cl)cc1)C(Cl)(Cl)Cl (centres undefined)	i
Cc1cc(NC(=O)CSc2c3c(nc4cc(Cl)ccc24)CCCC3)no1	i
COc1cc(CN2CCN(c3ccc(F)cc3)CC2)c([N+](=O)[O-])cc1OC	?
Cc1cc(N2CCOCC2)nc2ccc(NC(=O)CCC(=O)N3CCCCC3)cc12	i
O=C(Nc1n[nH]c(-c2ccco2)n1)N1CC=C(c2ccccc2)CC1	i
CC(=O)N(c1ccc2oc(=O)sc2c1)S(=O)(=O)c1ccc(C)cc1C	i
CCN(CC)c1ccc(C=C2C(=O)OC(C)(C(C)(C)C)OC2=O)cc1 (centres undefined)	43.0%*
Cc1ccc(NC(=O)N2CCC(n3c(C)nc4cccnc43)CC2)cc1C	i
Cc1cc(N(C)Cc2cnn(C(C)C)c2)nc(-c2cccnc2)n1	?
Cn1cc(Cc2nc(C3CC3)n[nH]2)c2ccccc21	i
Cc1ccccc1S(=O)(=O)Cc1ccc(C(=O)NC(C)c2ccc3c(c2)OCCO3)o1 (centres undefined)	i
C=CCN1CC(C(=O)Nc2cccc(NC(=O)c3ccc(C)cc3)c2)CC1=O (centres undefined)	?
O=C(Cn1cnc2ccccc2c1=O)NCc1ccccc1	i
O=C(Nc1ccccc1)c1cc([N+](=O)[O-])ccc1Cl	i
Clc1ccc2c(NCC3CCCO3)nc(CN3CCSCC3)nc2c1 (centres undefined)	?
COc1c(S(=O)(=O)N2CCN(C34CC5CC(CC(C5)C3)C4)CC2)ccc(Cl)c1Cl	i
COc1cc(N(C)Cc2n[nH]c3c2CCCC3)ncn1	?
OCCN1CCN(CCCN2c3ccccc3C=Cc3ccccc32)CC1	i
O=C(O)c1sc2cc(F)ccc2c1Cl	i
CC(CCN(C)Cc1ncc[nH]1)c1ccccc1 (centres undefined)	i
CCOc1ccc2oc(-c3ccccc3)c(C(=O)N3CCOCC3)c2c1	i
O=C1Nc2ccc(-c3ccc4c(c3)OCO4)cc2C(=O)N2C[C@@H](NS(=O)(=O)c3ccc(F)cc3)C[C@@H]12	i
CCN1CCCC1CN(CC1CCN(CCOC)CC1)C(=O)c1cccc(OC)c1 (centres undefined)	?
Cc1cc(C)c(-c2nccn2CC2CCN(C)C2)cc1Cn1cncn1 (centres undefined)	?
Cc1nc2c(sc3cc([N+](=O)[O-])cc(SCc4ccccc4)c32)c(=O)n1C	i
COc1cc(OC)c(-c2coc3cc(OC4OC(CO)C(O)C(O)C4O)c(OC)c(O)c3c2=O)cc1O (centres undefined)	i
Cc1ccc(C2CC(C(F)(F)F)n3nc(C(=O)NCc4cccs4)cc3N2)cc1 (centres undefined)	i
CC(C)C(=O)Nc1cc2c(cc1C(=O)c1ccccc1Cl)OCCO2	i
O=C(c1ccc(S(=O)(=O)N2CCOCC2)cc1)N1CCN=C1SCc1ccccc1	i
c1ccc(CN2CCCC(c3ccccc3)C2)cc1 (centres undefined)	i
O=C(Nc1ccccc1Cl)NC1CCCCC1	i
O=C1CCCN2N=C(SCC(=O)N3CCCC3)SC2=N1	i
Cc1cccc2nc(CNCc3cn(-c4ccc(F)cc4)nc3-c3ccccc3Cl)cn12	?
O=C(CNC(=O)c1cccs1)NCCN1CCN(c2ccccc2F)CC1	i
CCCC(=O)Nc1ccc(CC(=O)NCc2ccno2)cc1	i
O=C(O)c1cc(S(=O)(=O)N2CCCC2)ccc1Br	i
COc1ccc(NC(=O)c2cnc(N3CCN(c4ccccn4)CC3)c3ccccc23)cc1Cl	i
Cc1ccccc1N=c1oc2ccc(Br)cc2cc1C(N)=O	i
Cc1ccc(C(=O)O)c(C(=O)Nc2nc3ccccc3s2)c1	i
CC(=O)OC1C(c2ccccc2)CCC(c2ccccc2)C1OC(C)=O (centres undefined)	i
CCOc1ccc(Nc2ncnc3c2cnn3-c2ccc(C)cc2C)cc1	i
Cc1cccc(CSC2=NCCN2C(=O)c2ccc(F)c(F)c2)c1	i
COc1cc2c(cc1OC)C(C(=O)N1CCN(C)CC1)C(c1cccnc1)N(C)C2=O (centres undefined)	i
Cc1ncc(-c2c(-c3ccccc3)ncn2CCN2CCCOC2=O)[nH]1	?
OC(CN1c2ccccc2Sc2ccccc21)Cn1nnc2ccccc21 (centres undefined)	i
CCc1ccc(CNC(=O)c2ccc3c(c2)ncn3C2CCCC2)cc1	i
O=C(c1ccc(Cl)cc1OC1CCN(C2Cc3ccccc3C2)CC1)N1CCCCC1	?
C/C(Nc1ccccc1O)=C1/C(=O)C[C@@H]2[C@H]1C2(C)C	?
CCOC(=O)C1(CCc2ccccc2)CCN(C(=O)c2cc(OC)ccc2OC)CC1	?
CC1N=C2c3ccccc3N=C(SCc3ccccc3Cl)N2C1=O (centres undefined)	i
CC(C)CNc1nc2c(c(=O)n(C)c(=O)n2C)n1Cc1ccc(Br)cc1	?
N#CCCN(CCN1CCCC1)S(=O)(=O)c1ccc(-c2ccc([N+](=O)[O-])cc2)cc1	?
O=C(CN1CCN(S(=O)(=O)N2CCCC2)CC1)NCc1ccccc1F	?
O=[N+]([O-])c1nn(-c2ccccc2)n(O)c1=NCc1ccco1	i
Cc1ccc(S(=O)(=O)N2CCC(C(=O)N3CCCCCC3)CC2)cc1	i
O=C(O)C1=CCCNC1	i
O=C1CC(=O)Nc2cc(S(=O)(=O)Nc3ccccc3)ccc2N1	i
CN1C[C@@H](NC(=O)Nc2cccc(F)c2)C[C@H]1c1nc(-c2ccc(OC(F)(F)F)cc2)no1	i

Additional results
SMILES	ST2 inh
CC1CC(C)CN(C(=O)Cc2c(C(=O)O)[nH]c3ccc(Cl)cc23)C1 (centres undefined)	i
O=C(O)CSc1nnc(C2CC2)n1-c1ccccc1C(F)(F)F	i
CCN(CC)S(=O)(=O)c1ccc2c(c1)nc(CN1CCN(S(=O)(=O)N(C)C)CC1)n2C	?
NCCc1cc(N2CCC(N3CCC(O)CC3)CC2)ncn1	i
C=CCOC(=O)C1=C(C)OC(N)=C(C#N)C1c1ccc(Br)cc1 (centres undefined)	i
O=C(CCN1Cc2ccccc2OC(c2ccccc2)C1)N1CCCCC1c1nccs1 (centres undefined)	i
COC(=O)c1c(NC(=O)c2cc(Cl)ccc2OC)sc(C)c1C	i
O=C1Nc2ccc(-c3ccccc3F)cc2C(=O)N2CC[C@H](NS(=O)(=O)c3cccs3)[C@@H]12	i
CN(Cc1cnc(N)nc1)Cc1cn[nH]c1-c1ccccc1	i
O=C1C(N2CCOCC2)=CC(=NS(=O)(=O)c2ccc(Cl)cc2)c2ccccc21	71.0%*
O=C(CN1CCCN(Cc2ccccc2)S1(=O)=O)NC1CCCCC1	?
O=[n+]1c2c(n([O-])c3cc(Br)ccc31)CCCC2	i
COc1ccc(NC2CCCN(C(=O)/C=C/c3cccc(Cl)c3)C2)cc1OC (centres undefined)	i
Cc1ccc(Nc2nc3ccccc3c(=O)s2)cc1	i
COc1ccc2nc3oc(C(=O)Nc4ccc5c(c4)OCCO5)cc3cc2c1	36.0%*
CNC(=O)[C@H]1O[C@@H](n2cnc3c(NCc4ccc(N)cc4)ncnc32)[C@H](O)[C@@H]1O	i
CCOC(=O)c1sc2nc(C)nc(N3CCN(c4ccccc4)CC3)c2c1C	i
CC(C)c1cc(C(=O)NCc2cccnc2N2CCc3ccccc3C2)n[nH]1	i
O=C(CSc1nc2c(c(=O)n1-c1ccc(F)cc1)SCC2)NCC1CCCO1 (centres undefined)	?
c1ccc(Cn2c3c(c4ccccc42)CCc2nonc2-3)cc1	?
CC(OC(=O)c1cccnc1SCc1cc(=O)n2ccccc2n1)c1ccccn1 (centres undefined)	?
O=C(NCCC1=CCCCC1)C1CCC(CNS(=O)(=O)c2cccc3nsnc23)CC1 (centres undefined)	i
COc1ccc(NC(=O)c2noc3c2CCc2ccccc2-3)cc1	i
CCS(=O)(=O)N1CCC2(CCCN(CCc3ccccc3)C2)C1 (centres undefined)	?
CN(Cc1ccccc1)C(=O)c1ccc(Cl)cc1Cl	i
CNC(=O)C1CCC(Cn2c(=O)c3sccc3n(CC(=O)Nc3ccc4c(c3)OCO4)c2=O)CC1 (centres undefined)	i
CN(Cc1ccc2nonc2c1)C(=O)CN1CCOc2ccccc2C1	i
CCOC(=O)C1(CCc2ccccc2)CCN(C(=O)Nc2ccc(OC)c(Cl)c2)CC1	?
COc1ccc(C(=O)O/N=C2/C(=O)N(C)c3ccccc32)cc1OC	?
COc1cc(OC)cc(C(=O)NCC2CCCN(C(=O)CCc3cnccn3)C2)c1 (centres undefined)	i
Cc1ccc([N+](=O)[O-])cc1N1C(=O)CC(Sc2ccccc2C(=O)O)C1=O (centres undefined)	i
Cc1cccc(Cn2cnc3sc(C)c(C)c3c2=O)c1	i
CC(C)Oc1ccc2cc(C(=O)N3[C@@H]4CC[C@H]3CNC(=O)C4)c(=O)oc2c1	?
CCOc1ccc(S(=O)(=O)NCc2ccc(F)cc2)c2cccnc12	i
CC1(C)C(C#N)=C(SCC(N)=O)NC(=O)C1C#N (centres undefined)	i
Cc1ccc2c(c1)CN(Cc1coc3ccc(C)cc3c1=O)CC(C)O2 (centres undefined)	i
O=C(Nc1ccc(-c2noc(-c3ccccc3[N+](=O)[O-])n2)cc1)c1cccc(Br)c1	i
CCCCOC(=O)C(C)Oc1ccc2c(=O)c(Oc3ccc(OC)cc3)coc2c1 (centres undefined)	?
Cc1cc(OC(C)C)nc(-c2ccccc2O)n1	i
Cc1noc(C)c1S(=O)(=O)N1CCC(C(=O)NC2CCCCC2)CC1	i
Cn1c(=O)c2c(nc(NCCCO)n2Cc2ccccc2Br)n(C)c1=O	i
COc1cccc(C2CC(c3cccs3)=NN2C(C)=O)c1OC (centres undefined)	?
Cn1cnc(S(=O)(=O)Nc2ccc(S(N)(=O)=O)cc2)c1	i
Cc1cc(Cn2ccnc2-c2ccc(C(=O)O)cc2)no1	?
C#CCn1cnc2c(cnn2-c2ccccc2)c1=O	?
O=C(Nc1nc2n(n1)C(c1ccccc1)C=C(c1ccccc1)N2)c1ccco1 (centres undefined)	i
COc1ccc(C(=O)Nc2ccc([N+](=O)[O-])cc2Cl)cc1OC	i
CCc1nccn1CCCn1cc(C2CC=CCC2)nn1 (centres undefined)	i
CCOc1cc(CN2CCCC2)ccc1OC	?

This is a subset, so the mix of outcomes need not match the whole.
